GoLoco inh red – inhibitors of human Gai1-RGS12 GoLoco interaction (red fluorophore); P63096; AID 880; Gai1:RGS12 GoLoco peptide FP, rhodamine, 10 min; Potency, µM (titrated, usually from 61.6 µM), for the others: at the highest dose activity, negative = inhibition, hits mostly inhibitors; hit rate 0.44% among 230,000; active = well fitted inhibition curve with a large enough effect, not every such curve was filed as active; inactive = no such curve, though single readings can be large or run the other way; also: % is scaled to controls: 0 for no effect and ±100 for the full control effect; nearly all actives have a fitted effect of over 30% in size; many of its hits are not listed in these tables
Target sequence (P63096 whole entry, looked up): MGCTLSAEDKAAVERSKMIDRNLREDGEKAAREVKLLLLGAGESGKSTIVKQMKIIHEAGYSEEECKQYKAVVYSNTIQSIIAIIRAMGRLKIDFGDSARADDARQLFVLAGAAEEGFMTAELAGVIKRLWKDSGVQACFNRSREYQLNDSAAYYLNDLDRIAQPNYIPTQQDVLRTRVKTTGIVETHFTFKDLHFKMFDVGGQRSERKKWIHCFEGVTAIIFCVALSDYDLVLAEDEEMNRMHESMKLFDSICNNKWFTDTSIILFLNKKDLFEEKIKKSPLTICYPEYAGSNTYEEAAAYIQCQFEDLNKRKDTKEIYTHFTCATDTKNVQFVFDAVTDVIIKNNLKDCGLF
ALDH1A1 inh – ALDH1A1 (human) enzyme inhibition. hit rate 7.3% among 220,000. P00352. Potency, µM (series often up to 75.3 µM), without a hit: at the highest dose activity, negative = inhibition, most hits filed as inhibitors. AID 1030. Purified ALDH1A1, NADH fluorescence, propionaldehyde substrate; active = well fitted inhibition curve with a large enough effect, not every such curve was filed as active; inconclusive = small, poorly fitted or top-dose-only effect, or another doubt; inactive = no such curve, though single readings can be large or run the other way;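 also: plate controls were no enzyme wells and a reference inhibitor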
GAA spleen mod – lysosomal alpha-glucosidase (human) modulation. Potency, µM (top dose mostly 79.9 µM), for inactives: at the highest dose activity change, negative = inhibition, hits mostly inhibitors. P10253. hit rate 0.006% among 240,000. AID 2112. human spleen homogenate, 4-MU-alpha-glucoside fluorescence;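 also: 0% = enzyme with vehicle and -100% = no enzyme basal signal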
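Compounds were titrated against alpha-glucosidase in spleen homogenate at pH 5.0, with 1 mM 4-methylumbelliferyl substrate for 40 min at 37 C. Reactions were quenched with pH 10 NaOH/glycine and fluorescence measured.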
KDM4E inh – JMJD2E (human) inhibition; hit rate 1.6% among 230,000; Potency, µM (doses to about 57.1 µM), for the others: at the highest dose activity change, negative = inhibition, usual class: inhibitors; B2RXH2; JMJD2E catalytic domain, FDH-coupled NADH fluorescence (FDH is formaldehyde dehydrogenase); AID 2147; active = well fitted inhibition curve with a large enough effect, not every such curve was filed as active; inconclusive = small, poorly fitted or top-dose-only effect, or another doubt; inactive = no such curve, though single readings can be large or run the other way;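 also: 0% = wells with enzyme and -100% = buffer wells without enzyme; nearly all actives have a fitted effect of over 50% in size; many of its hits are not listed in these tables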
Target sequence (B2RXH2 1-337 limits assumed): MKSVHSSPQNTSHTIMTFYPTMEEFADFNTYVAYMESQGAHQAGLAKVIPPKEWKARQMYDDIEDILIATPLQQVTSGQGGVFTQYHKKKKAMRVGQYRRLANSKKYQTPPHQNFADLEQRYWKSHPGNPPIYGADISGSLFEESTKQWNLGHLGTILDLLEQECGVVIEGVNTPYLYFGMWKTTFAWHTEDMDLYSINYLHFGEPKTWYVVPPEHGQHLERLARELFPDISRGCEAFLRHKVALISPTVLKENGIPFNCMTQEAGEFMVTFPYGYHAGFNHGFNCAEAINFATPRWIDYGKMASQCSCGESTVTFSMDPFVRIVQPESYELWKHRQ
SMN2 splice enh – increases expression of the SMN2 splice variant; Potency, µM (series often up to 46.1 µM), for the others: at the top dose activity change, positive = activation, most hits filed as activators; HEK293 SMN2-luciferase splicing reporter, luminescence, 30-36 h; hit rate 2.8% among 210,000; also: % of control where 0% means no effect; nearly all actives have a fitted effect of over 55% in size
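HEK293 cells carry an SMN2 […]–luciferase reporter in which exon 7 inclusion puts luciferase in frame. Cells were plated 10-12 h before compound addition, then incubated 30-36 h at 37C. ONE-Glo luminescence was read; sodium butyrate at 4.5 mM final served as control.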
GAA inhib – blocks human lysosomal alpha-glucosidase | Potency, µM (doses to about 76.9 µM), for the others: at the highest dose activity change, negative = inhibition, actives largely listed as inhibitors | AID 1466 | hit rate 0.005% among 200,000 | purified human GAA, 4-MU-alpha-glucoside fluorescence;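 also: plate controls were uninhibited enzyme wells for no effect and no-enzyme background for full effect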
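Activity normalized between no-enzyme (basal) and enzyme-only wells. Conditions: 4 nM human enzyme, 400 uM fluorogenic substrate, citrate/phosphate pH 5.0 with Tween-20, 20 min room temperature, compounds up to 77 uM.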
GAA glycogen – inhibitors or activators of human alpha-glucosidase glycogen cleavage; P10253; recombinant GAA, glycogen substrate, Amplex Red glucose oxidase fluorescence; Potency, µM (titrated, usually from 76.4 µM), for the others: at the top dose activity change, negative = inhibition, hits mostly inhibitors; hit rate 0.38% among 300,000;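 also: 0% = full enzyme reaction and -100% = no-enzyme basal signal; the screen sought inhibitors and activators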
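Recombinant human alpha-glucosidase (4 nM final) hydrolysed bovine liver glycogen (30 ug) for 40 min at 37 C in pH 5.0 citrate/phosphate with 0.01% Tween-20. Released glucose detected by glucose oxidase/Amplex Red, Ex 573/Em 610 nm. Compounds up to 77 uM; AC50 from Hill fits.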
GLA spleen mod – alpha-galactosidase A (human) modulation | Potency, µM (titrated, usually from 80 µM), without a hit: at the highest dose activity change, negative = inhibition, usual class: inhibitors | human spleen homogenate, 4MU-alpha-Gal fluorescence, 40 min | hit rate 0.008% among 240,000 | P06280;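 also: 0% = enzyme with vehicle and -100% = no enzyme basal signal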
Target sequence (P06280 32-429 limits assumed): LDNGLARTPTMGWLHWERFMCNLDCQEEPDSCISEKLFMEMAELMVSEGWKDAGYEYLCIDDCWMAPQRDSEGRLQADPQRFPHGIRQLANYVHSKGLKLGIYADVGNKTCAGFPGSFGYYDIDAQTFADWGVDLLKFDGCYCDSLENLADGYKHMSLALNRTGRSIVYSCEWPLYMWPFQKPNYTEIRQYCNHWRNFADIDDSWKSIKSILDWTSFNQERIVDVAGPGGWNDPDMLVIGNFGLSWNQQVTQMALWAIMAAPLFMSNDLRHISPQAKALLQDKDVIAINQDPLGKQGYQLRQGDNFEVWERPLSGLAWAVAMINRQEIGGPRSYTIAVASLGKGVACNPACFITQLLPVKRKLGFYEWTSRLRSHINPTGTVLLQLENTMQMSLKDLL
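Human spleen homogenate (1 ug) was the enzyme source, with 4-methylumbelliferyl-alpha-D-galactopyranoside (1 mM final) in pH 5.0 citrate buffer with 0.01% Tween-20. Compounds were titrated; after 40 min at 37C, NaOH/glycine stop, 4-MU fluorescence read; AC50 from Hill fits.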
* = called active by the depositor; u = inconclusive; x = not tested or not shown; & = joins results of further samples; [ ] = dose if it differs, or a comment. Unless noted, calls follow the shape of the dose curve; as a rule, active = well fitted curve in the direction sought with a large enough effect; inconclusive = small, poorly fitted or top-dose-only effect, or another doubt; inactive = no such curve, though single readings can be large; an effect the other way counts as inactive or inconclusive. Potency is read from the fitted curve at half-maximal effect.

SMILES	GoLoco inh red	ALDH1A1 inh	GAA spleen mod	KDM4E inh	SMN2 splice enh	GAA inhib	GAA glycogen	GLA spleen mod
Cc1ccc(/C=C(/NC(=O)c2ccccc2)C(=O)NCCc2c[nH]c3ccccc23)o1	5%	28µM*	-6%	-24%	3%	2%	-13%	5%
COC(=O)c1ccc(Oc2ccc3nncn3n2)cc1	0%	0%	-5%	9%	-6%	0%	-2%	0%
CC(=O)Nc1ccc(S(=O)(=O)N(C)CC(=O)OCC(=O)Nc2ccc3c(c2)OCO3)cc1	-16%	12%	11%	-8%	3%	-3%	-4%	6%
COc1ccc(NC(=O)CN(C)S(=O)(=O)c2ccc3c(c2)CCC(=O)N3)c(OC)c1	7%	-1%	6%	-3%	-5%&3%	-2%	7%[76.3 µM]	-7%
CCOC(=O)/C(C#N)=N/Nc1ccccc1OC	5%	11%	-1%	3%	20%	-6%	2%	13%
COc1ccc(C(=O)NCC(=O)OCc2ccc([N+](=O)[O-])cc2)cc1	-7%	0%	-5%	-2%	20%	u	26%	-4%
O=C(Cn1[nH]c(=O)c2ccccc2c1=O)OCC(=O)N1CCCc2ccccc21	-7%	4%	-8%	-7%	-25%	-2%	1%	-1%
COCCCN(C(=S)Nc1ccc(C)cc1Cl)C(C)c1ccncc1 (stereo unspecified)	0%	5%	-3%	-1%	-24%	-3%	-1%	-1%
CSC1=NCCN1C(=O)c1ccc(Br)o1	-26%	u	5%	1%	-22%	-2%	-21%	14%
C(=N\N1CCN(C(c2ccccc2)c2ccccc2)CC1)/c1ccc2c(c1)OCO2	-6%	2%	-3%	-7%	x	-6%	-7%	3%
CCC(=O)Nc1cc(C(C)C)c(O)cc1C	6%	9%	-1%	5%	1%	6%	-20%	2%
C/C(=N\N=C(/N)SC1CC(=O)N(c2ccc(Cl)c(Cl)c2)C1=O)c1cccs1 (stereo unspecified)	6%	u	-5%	1%	-18%	u	3%	0%
N/C(=N\OC(=O)Oc1ccccc1)c1ccc(Cl)cc1	5%	8%	-1%	-2%	-9%	-1%	6%	2%
O=C(O)CC1(CC(=O)Nc2ccc(F)c(Cl)c2)CCCCC1	-1%	4µM*	-20%	4%	x	1%	-7%	7%
COC(=O)C(Cc1ccccc1)NS(=O)(=O)c1ccc(F)cc1Br (stereo unspecified)	3%	x	0%&-11%&0%	4%	x	x	-1%	5%&-3%&1%
Cc1ccccc1C(=O)Nc1nncs1	9%	10%	-6%	10%	-7%	-1%	3%	-6%
CC(CCn1cccn1)NC(=O)c1cc(COc2ccc(F)cc2Cl)on1 (stereo unspecified)	12%	-5%	-12%	-1%	x	1%	7%	-4%
COc1ccc(OCCn2c(=O)sc3ccccc32)cc1	4%	-3%	-1%	2%	u	u	4%	-1%
O=C(/C=C/c1c(F)cccc1Cl)Nc1ccncc1	22%	-8%	2%	-2%	-23%	0%	2%	3%
Cc1nn(Cc2ccc(Cl)c(Cl)c2)c(C)c1NC(=O)c1cc(C2CC2)on1	75%[activator]	u	-6%	5%	-96%[inhibitor]	-11%	-13%	-3%
Cc1cccc(NC(=O)c2nc[nH]c2C(=O)N[C@@H](CC(C)C)C(=O)OC(C)(C)C)c1	4%	x	-3%	u	x	x	-18%	-11%
CCOC(=O)c1cnn(-c2ccccc2)c1NC(=O)CN1CCCCC1	-1%	x	-3%	2%	x	x	1%	0%
O=C(C1=C[C@H](c2ccc3c(c2)OCO3)C[C@H](OCCCCO)O1)N1CCN(Cc2ccccc2)CC1	-4%	u	-9%	u	x	x	-2%	-13%
O=C(C1CCN(C2CCN(CC3CC=CCC3)CC2)CC1)N1CCOCC1 (stereo unspecified)	16%	5%	0%	7%	x	2%	8%	0%
O=C1CC(N2CCN(c3ccc(O)cc3)CC2)C(=O)N1c1ccc2c(c1)OCO2 (stereo unspecified)	6%	u	3%	u	4%	12%	16µM*	-6%
CN(C)/C=C/C(=O)c1ccc(-c2ccc(Cl)cc2Cl)o1	35%[activator]	u	2%	3%	u	-3%	-1%	-1%
C/C(=N\Nc1nc(Nc2ccccc2)nc(N2CCOCC2)n1)c1cccs1	4%	1%	-10%	2%	x	8%	-18%	1%
Cc1ccnc(NS(=O)(=O)c2cccs2)c1	5%	u	12%	u	27%	0%	2%	9%
CCOC(=O)Cn1c(=O)oc2cc(S(=O)(=O)NCCCc3ccccc3)ccc21	0%	u	-26%	1%	-9%	-2%	5%	12%
CCOC(=O)c1cc(C(=O)c2cc(F)ccc2O)coc1=N	-8%	-11%	6%	u	2%	-1%	-11%	12%
Cc1cccc(N(C(=O)Cc2cccs2)C(C(=O)NC2CCCC2)c2ccsc2)c1 (stereo unspecified)	8%	2%	-12%	10%	28%	-6%	2%	4%
COc1ccc(C(CC(=O)O)NC(=O)c2cccs2)cc1 (stereo unspecified)	-1%	-1%	-5%	3%	-11%	-6%	1%	6%
CC(=O)/C(=N/Nc1ccccc1Cl)Sc1nnc(C(O)c2ccccc2)n1-c1ccccc1 (stereo unspecified)	6%	-1%	5%	-7%	4%	1%	3%	8%
CCC(=O)NC(=S)Nc1ccc(NC(=O)c2cccc([N+](=O)[O-])c2C)cc1	-2%	3%	-9%	7%	-34%[inhibitor]	5%	-4%	4%
Cn1ncc(Br)c1C(=O)NCc1cccs1	4%	4%	-1%	4%	2%	2%	-6%	-4%
O=C(COc1ccccc1Br)NCCc1nc2ccccc2[nH]1	0%	11%	5%	2%	-4%	2%	-1%	9%
CS(=O)(=O)c1cnc(-c2ccccc2)nc1Oc1ccc(Cl)cc1	7%	8%	-6%	-28%	1%	9%	6%	1%
Cc1ccc(CNc2ccc(O)cc2)cc1	18µM*	10µM*	-9%	11µM*	-7%	-16%	u	2%
O=C1CC(NNC(=O)c2cccc(F)c2)C(=O)N1 (stereo unspecified)	8%	4%	5%	2%	x	0%	-11%	5%
CCN(CC(=O)Nc1ccc2c(c1)OCCO2)c1ccc(S(=O)(=O)N2CCOCC2)cn1	3%	-1%	-4%	-5%	18%	-16%	8%	-1%
COc1ccc2nc(-n3c(O)c(C4=c5ccccc5=NC4=O)[nH]c3=S)sc2c1	18%	-12%	u	14%	-11%	-9%	1%	-9%
COc1ccc(NC(=O)C2(c3ccc(NC(=O)c4ccc(OC)cc4)cc3)CCCC2)cc1	x	u	4%	u	x	3%	15%	6%
O=C(CC1NCCc2ccccc21)Nc1ccccc1 (stereo unspecified)	-4%	-1%	4%	4%	u	-4%	4%	-8%
COC(=O)c1sccc1Oc1ccc(F)cc1[N+](=O)[O-]	6%	-1%	-3%	-4%	-12%	1%	11%	3%
COc1ccc(-c2nc(-c3ccccc3)oc2NC(C)C)cc1	-3%	3%	-4%	2%	-9%	x	x	-14%
CCCCn1c(SCC(=O)Nc2nccs2)nc2ccccc2c1=O	-4%	3%	0%	8%	18%	-3%	8%	-4%
Cc1ccc(C(=O)Oc2coc(CSc3nnc(NC(=O)C4CC4)s3)cc2=O)cc1	7%	10%	-4%	6%	5%	-9%	4%	5%
COc1ccc(C(c2nnnn2CC2CCCO2)N2CCC(C(N)=O)CC2)cc1 (stereo unspecified)	-9%	1%	-5%	5%	-11%	-10%	2%	3%
CS(=O)(=O)N1CCCC(C(=O)c2cccc(Cl)c2)C1 (stereo unspecified)	6%	-15%	2%	5%	x	u	14%	8%
C=C(C)c1cccc(C(C)(C)NC(=O)Nc2nncs2)c1	-1%	3%	-8%	-1%	x	-3%	-4%	8%
The list continues:
SMILES	GoLoco inh red	ALDH1A1 inh	GAA spleen mod	KDM4E inh	SMN2 splice enh	GAA inhib	GAA glycogen	GLA spleen mod
CC(C)(Oc1ccc(Cl)cc1)C(=O)NCc1ccncc1	1%	-1%	-1%	0%	-17%	-3%	2%	8%
CCOC(=O)C1CCN(C(=O)c2ccc(NC(=O)C3CCCO3)cc2)CC1 (stereo unspecified)	-7%	1%	-17%	1%	6%	5%	5%	-7%
O=C1CC(c2ccc(S(=O)(=O)N3CCCCC3)cc2)CN1 (stereo unspecified)	5%	1%	-9%	4%	26%	-9%	-5%	-2%
CC1(C)CC(=O)C(C=NCCO)=C(O)C1	1%	14%	-8%	4%	1%	-1%	5%	2%
COc1ccc(CN(C2CCCC2)S(=O)(=O)c2ccc(-n3cnnn3)c(OC)c2)cc1OC	8%	u	-8%	-23%	-26%	-6%	-4%	0%
CC1(C)CC(=O)/C(=C\c2cccc([N+](=O)[O-])c2)C(C)(C)N1	-2%	-8%	-3%	3%	-5%	1%	8%	5%
COc1ccc(C2=NN(C(=O)CSc3nc4ccccc4s3)C(c3ccc(F)cc3)C2)cc1 (stereo unspecified)	-10%	-6%	-1%	u	-4%	-1%	-9%	2%
CN(Cc1ccccc1)S(=O)(=O)c1ccc2c(c1)n(C)c(=O)c(=O)n2C	2%	x	3%	u	x	x	4%	0%
CCCC(C)C(=O)Nc1nc(C)c(-c2csc(Nc3ccccc3OC)n2)s1 (stereo unspecified)	20%	u	-6%	u	-25%	-6%	-14%	-10%
CS(=O)(=O)c1cccc(C(=O)NCc2ccc(F)cc2)c1	8%	-15%	2%	-5%	2%	3%	-6%	3%
COc1ccc(CCNC(=O)c2nonc2N)cc1	-19%	-2%	u	3%	u	-4%	1%	-21%
O=C(Cc1ccccc1)N[C@@H](Cc1ccc(O)cc1)C(=O)O	-4%	x	3%	2%	x	x	2%	4%

Complete entries from above.
CC(C)(Oc1ccc(Cl)cc1)C(=O)NCc1ccncc1 is entered as GoLoco inh red = 1%; ALDH1A1 inh = -1%; GAA spleen mod = -1%; KDM4E inh = 0%; SMN2 splice enh = -17%; GAA inhib = -3%; GAA glycogen = 2%; GLA spleen mod = 8%
O=C(Cc1ccccc1)N[C@@H](Cc1ccc(O)cc1)C(=O)O is entered as GoLoco inh red = -4%; ALDH1A1 inh = x; GAA spleen mod = 3%; KDM4E inh = 2%; SMN2 splice enh = x; GAA inhib = x; GAA glycogen = 2%; GLA spleen mod = 4%

High-throughput results (PubChem)

Only part of the results is shown; count on the stated rates, not on these rows.
